From PubChem
M1 PAM parental: nonselective activator or artifact in parental CHO-K1 calcium assay; activation, % at 3 µM; ATP EC20, Fluo-8 calcium fluorescence; 0% at ATP EC20, 100% at ATP max; AID 602247; actives 0.02% (n = 360,000);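 active = activation above the run cutoff, the mean activation of all test compounds plus 3 SD, cut at about 40% in these data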;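 also: peak over basal fluorescence ratio in a 140 s read after ATP addition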
CHO-K1 Ca ag: counter-screen for M1 agonists: effect in parental CHO-K1 cells. Fluo-8 calcium fluorescence; scaled to maximal ATP response, vehicle zero. activation, % at 3 µM. actives 0.48% (n = 360,000). AID 602248; in the data active = activation above about 15%;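 also: untransfected CHO-K1 host cells lacking M1 receptor as counterscreen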
V1aR counter: counter-screen for oxytocin receptor agonists: human V1a receptor agonists | AID 2797 | P37288 | activation, % at 3 µM | actives 0.25% (n = 320,000) | CHO-V1R cells, Fluo-8 calcium fluorescence, agonist mode; 0% DMSO, 100% 3 nM vasopressin;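 active = activation above the mean activation of all tested compounds plus 3 SD, per screening run, cut at about 20% in these data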;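 also: signal is peak over basal fluorescence ratio across a 100 second FLIPR read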
Target sequence (P37288 whole entry, looked up): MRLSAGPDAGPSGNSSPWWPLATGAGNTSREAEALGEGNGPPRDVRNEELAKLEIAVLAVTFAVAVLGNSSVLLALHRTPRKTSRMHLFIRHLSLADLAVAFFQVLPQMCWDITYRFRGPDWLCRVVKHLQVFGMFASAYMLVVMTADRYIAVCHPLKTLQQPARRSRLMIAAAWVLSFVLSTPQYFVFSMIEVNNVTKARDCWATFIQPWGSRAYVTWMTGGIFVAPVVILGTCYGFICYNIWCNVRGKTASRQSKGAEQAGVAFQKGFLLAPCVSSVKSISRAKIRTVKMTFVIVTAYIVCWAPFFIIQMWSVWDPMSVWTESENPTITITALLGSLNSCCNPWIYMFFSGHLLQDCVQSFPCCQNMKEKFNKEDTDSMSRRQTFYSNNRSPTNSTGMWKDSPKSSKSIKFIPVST
CHO parental Ca: counter-screen: ATP calcium response change in parental CHO cells | parental CHO-K1, ATP-induced calcium, Fluo-8 fluorescence | inhibition, % at 5.6 µM | actives 0.63% (n = 330,000);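 active = inhibition above that plate's mean sample inhibition plus 3 SD, cut at about 26% in these data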;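 also: 0% = ATP-challenged DMSO wells and 100% = DMSO wells without ATP; some compounds past the cut are filed as inactive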
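Assay system: parental CHO cells; Read-out basis: percent inhibition of ATP-evoked calcium rise, normalized to controls; Benchmarks: ATP and no-ATP DMSO wells; Compound dosing: single nominal dose of 5.6 µM per compound; Signal: Fluo-8 calcium dye fluorescence; Also added: ATP as calcium-mobilizing challenge; Repeats: singlicate.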
CHO-K1 Ca antag: M1 antagonist counterscreen hit in parental CHO-K1 cells | AID 602250 | actives 0.6% (n = 360,000) | ATP-induced calcium, Fluo-8 fluorescence | inhibition, % at 3 µM;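 active = inhibition above a per-plate cutoff, the plate's mean sample inhibition plus 3 SD, cut at about 24% in these data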;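 also: 0% = DMSO plus EC80 ATP and 100% = DMSO alone without ATP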
CHRM1 agonist: human M1 muscarinic receptor agonism; CHO-K1 hM1, Fluo-8 calcium fluorescence, agonist mode; 0% DMSO, 100% acetylcholine EC100; activation, % at 3 µM; actives 0.33% (n = 360,000); AID 588814;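 active = activation above the run's mean compound activation plus 3 SD, cut at about 16% in these data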;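 also: peak over basal fluorescence ratio within a 140 s kinetic read after compound addition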
Target sequence (P11229 whole entry, looked up): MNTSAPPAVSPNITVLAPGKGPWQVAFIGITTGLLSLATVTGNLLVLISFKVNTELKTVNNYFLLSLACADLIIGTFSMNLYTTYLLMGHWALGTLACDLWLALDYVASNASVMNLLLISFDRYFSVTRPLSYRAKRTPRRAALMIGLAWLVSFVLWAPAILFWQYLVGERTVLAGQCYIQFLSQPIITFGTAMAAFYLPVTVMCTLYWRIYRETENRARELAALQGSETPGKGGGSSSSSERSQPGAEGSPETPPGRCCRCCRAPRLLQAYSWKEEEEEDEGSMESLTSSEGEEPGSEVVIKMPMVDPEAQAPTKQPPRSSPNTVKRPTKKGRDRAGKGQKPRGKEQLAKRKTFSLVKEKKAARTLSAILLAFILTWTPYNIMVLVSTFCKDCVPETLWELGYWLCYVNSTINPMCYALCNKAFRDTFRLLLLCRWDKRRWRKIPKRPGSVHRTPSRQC
OXTR potentiator: potentiates the human oxytocin receptor response | CHO-OTR cells, Fluo-8 calcium fluorescence, potentiator mode; 0% = oxytocin EC15, 100% = EC100 | activation, % at 3 µM | actives 0.061% (n = 320,000);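 active = activation above that plate's cutoff, the mean activation of tested compounds plus 3 SD, cut at about 6.6% in these data, passing the limit was not always enough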;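 also: 100% uses oxytocin at 75 nM as the full agonist control; some results filed as inactive read as strong as hits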
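Dosing: Single dose, 3.0 µM nominal final compound concentration | Material: Human OTR in CHO cells | Technique: Kinetic Fluo-8 calcium fluorescence | Benchmarks: EC15 oxytocin alone as 0%, 75 nM oxytocin as 100% | Probe or stimulus: Oxytocin at about EC15, sub-maximal agonist stimulus | Incubation: Compound 6 min at room temperature before oxytocin, 100 s read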
TAAR1 ag: human TAAR1 agonism | Q96RJ0 | CHO RD-HGA16 TAAR1, Fluo-8 calcium fluorescence; vehicle wells 0%, saturating PEA agonist 100% | activation, % at 3 µM | actives 0.99% (n = 360,000);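 active = activation above the mean activation of all test compounds in the run plus 3 SD, cut at about 38% in these data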
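Repeats: no replicates (n 1) | Material: CHO-derived RD-HGA16 cells with stable Gα16 and human TAAR1 | Technique: Kinetic Fluo-8 calcium fluorescence | Schedule: 17-24 h seeding, 75 min 37 °C dye, 30 min RT | Evaluation: % activation from peak over basal fluorescence ratio, DMSO-to-PEA scaled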
TAAR1 antagonist: antagonists of human TAAR1; inhibition, % at 3 µM; Q96RJ0; CHO RD-HGA16 TAAR1, Fluo-8 calcium fluorescence, antagonist; AID 624466; actives 1.5% (n = 360,000);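 active = inhibition above a per-plate cutoff, the mean inhibition of test compounds on that plate plus 3 SD, cut at about 49% in these data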;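 also: 0% = DMSO plus EC80 beta-PEA response and 100% = DMSO alone without agonist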
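Test system – hTAAR1-expressing CHO RD-HGA16 cells, Gα16-coupled · Also added – β-PEA at EC80 concentration, post-compound challenge · Compound – 3 µM, single point · Incubation – dye loading 75 min at 37 °C, then 30 min room temperature · Measured by – Fluo-8 intracellular calcium dye fluorescence, real-time kinetic reads · Benchmarks – vehicle and agonist controls · Replicates – singlicate, one well per test compound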
* marks the source's active call; other numbers are inactive results; x = no result given. The order is random. Share with any hit: about 3.3%.

SMILES	M1 PAM parental	CHO-K1 Ca ag	V1aR counter	CHO parental Ca	CHO-K1 Ca antag	CHRM1 agonist	OXTR potentiator	TAAR1 ag	TAAR1 antagonist
COc1ccccc1C1CCN(C(=O)c2ccc(C(C)(C)C)cc2)CC1	15	-0.3	-0.9	29	-26	-6	-23	3	38
COc1ccc(COC(=O)C2=C(C)NC(=O)NC2c2cccc(OC)c2OC)cc1 (stereo unspecified)	9	0.8	0.6	-14	-4	-3	-5	2	-2
Cc1ccc(S(=O)(=O)N(C)c2ccc(C(=O)NCC3CCCO3)cc2)cc1 (stereo unspecified)	14	0.5	0.1	-10	-1	-3	-13	10	5
COc1ccccc1CNC(=O)COC(=O)CCN1C(=O)C2CC=CCC2C1=O (stereo unspecified)	2	0.8	x	x	-6	-2	x	1	-10
Cc1c(-c2c(C#N)c(N)nc3c2CCCCCC3)cnn1C	20	0.5	3.9	-11	-3	-3	-7	0	9
Cc1ccccc1-n1c(SCc2c(C)noc2C)nnc1-c1cccnc1	11	1.9	4.2	-4	-5	-4	-18	2	3
COc1cccc(CNC(=O)Nc2cccs2)c1	2	0.6	-0.4	2	1	-4	-8	-2	16
S=C(NCc1cccs1)Nc1ccccc1Cl	18	1.0	0.4	2	-4	-8	3	-1	8
CC#CCOCC1CNC(=O)O1 (stereo unspecified)	22	0.5	x	x	-17	-2	x	2	0
CCn1c(COc2cccc3ccccc23)nnc1SCC(N)=O	7	0.6	0.3	-22	6	-5	-5	6	5
COc1cc2oc(=O)ccc2cc1-c1c(OC)ccc2ccc(=O)oc12	13	0.0	1.1	-4	-3	-4	-4	1	2
COc1ccc(C2NC(=O)C(C)S2)cc1 (stereo unspecified)	-2	-0.3	1.1	-2	-14	0	-2	13	-1
COc1cccc2cc(C(C)N(CCCN3CCOCC3)C(=S)Nc3ccc(C)c(C)c3)oc12 (stereo unspecified)	16	0.4	-0.5	-14	-10	-6	-1	-3	-43
O=C(C(Cl)Cl)N1c2ccccc2OCC1c1ccccc1 (stereo unspecified)	4	-0.5	-0.6	-12	8	-6	-2	1	-6
CCN(CC(=O)NCc1ccc(Cl)cc1)C(=O)CSc1cccc(C(F)(F)F)c1	22	3.7	-1.6	-8	-15	-2	-15	0	-7
Cc1ccc(F)cc1NC(=O)c1cccc(N(C)C)c1	-2	0.2	-0.6	-13	3	-6	0	6	-9
CC1(Cc2cc(Cl)ccc2C(F)(F)F)C(=O)Nc2ccc(S(=O)(=O)NC3CCCCC3)cc21 (stereo unspecified)	-3	0.4	x	x	5	-3	x	4	4
COc1ccc(Nc2nnc(SCc3cn4c(C)cccc4n3)s2)cc1	17	4.5	2.9	-27	-6	-8	-9	7	1
CC(=O)c1ccc(NC(=O)CCc2nnc3ccc(NCc4ccco4)nn23)cc1	9	-0.4	-0.2	-3	-9	1	-5	-1	-17
COC(=O)c1sccc1NC(=O)CSc1ccccc1NC(=O)CNC(C)C	2	1.7	-0.3	-9	-10	-4	-18	4	14

3 compounds from above, ordered by their value in CHRM1 agonist, falling:
Compound | CHRM1 agonist | OXTR potentiator | TAAR1 antagonist
CC(=O)c1ccc(NC(=O)CCc2nnc3ccc(NCc4ccco4)nn23)cc1 | 1 | -5 | -17
Cc1ccc(S(=O)(=O)N(C)c2ccc(C(=O)NCC3CCCO3)cc2)cc1 (stereo unspecified) | -3 | -13 | 5
COc1cccc2cc(C(C)N(CCCN3CCOCC3)C(=S)Nc3ccc(C)c(C)c3)oc12 (stereo unspecified) | -6 | -1 | -43

Later entries.
SMILES	M1 PAM parental	CHO-K1 Ca ag	V1aR counter	CHO parental Ca	CHO-K1 Ca antag	CHRM1 agonist	OXTR potentiator	TAAR1 ag	TAAR1 antagonist
CCC1CCc2sc(C(=O)N(C)CC(=O)Nc3cccc(OC)c3)cc2C1 (stereo unspecified)	16	-0.2	-0.6	-15	-5	-4	-1	-1	-21
CC(C)C(C(=O)NCC1CCCO1)N(C(=O)CNS(=O)(=O)c1ccc(F)cc1)c1ccccc1 (stereo unspecified)	-15	0.8	0.3	-17	-13	-3	-1	-1	-12
COc1ccc(C(=O)COC(=O)c2ccn(C)n2)cc1	13	0.8	1.4	-5	-19	-3	-6	4	-7
S=C(Nc1ccccc1Cl)NC1CCC(NC(=S)Nc2ccccc2Cl)CC1 (stereo unspecified)	9	0.2	0.3	-5	5	-5	-2	2	-15
Cc1cc(C)nc(NC(=O)c2ccc(Cl)cc2[N+](=O)[O-])c1	-9	-0.3	-1.3	-9	11	-8	7	4	-8
COc1cc(NC(=O)c2ccc(Br)cc2)ccc1NC(=O)c1cc2ccccc2o1	-4	0.4	0.4	-2	-8	-4	0	2	2
O=C(OCN1C(=O)c2ccccc2C1=O)c1ccc(Cl)nc1	-18	-0.2	-0.7	-4	5	-4	-3	7	-7
COc1ccc(-n2c(C(C)n3nc(C)c([N+](=O)[O-])c3C)n[nH]c2=S)cc1 (stereo unspecified)	8	0.5	-0.1	-10	1	-4	-2	0	9
COc1ccc2oc(-c3ccccc3[N+](=O)[O-])cc(=O)c2c1	4	2.1	1.4	-14	-7	-2	-8	2	7
C/C(N)=C(/C#N)C(=O)CSc1nc2scc(-c3ccccc3)c2c(=O)n1C	20	0.6	1.6	0	-11	-4	-26	3	22
C[C@@H](NC(=O)[C@@H]1CCCN1C(=O)[C@@H]1CCCN1C(=O)c1cccc2ccccc12)c1ccccc1	7	0.9	x	x	-11	x	x	2	-22
CCN(CC)S(=O)(=O)c1ccc(OC)c(NC(=O)c2cc3c(=O)n4ccccc4nc3s2)c1	13	-0.2	-0.1	-14	-2	-5	-5	0	-4
CC(=O)c1ccc(OCC(=O)Nc2ccc3c(c2)CCC3)cc1	13	2.3	-1.0	-13	-14	-12	2	0	84*
O=C(CCC(=O)Nc1ccc(Br)cc1)N/N=C/c1cc([N+](=O)[O-])ccc1O	-6	0.2	-0.6	-5	-8	-5	-9	12	-14
CC(C)(C)NC(=O)C1Cc2ccccc2CN1C(=O)Nc1cccc(Cl)c1 (stereo unspecified)	13	0.0	0.0	-30	-6	-4	-10	5	-3
Cc1ccccc1C(=O)OC1OC(=O)C(Cl)=C1N1CCOCC1 (stereo unspecified)	6	1.1	0.8	-1	11	-5	-2	1	-3
CCOC(=O)[C@@H]1[C@H]2COc3ccc(Br)cc3[C@H]2N2C(=O)N(c3cccc(Cl)c3)C(=O)[C@]12C	-21	-0.6	0.9	-24	8	-3	-3	1	21
CCc1nnc2n1N=C(c1ccccc1)CS2	2	-0.1	0.1	1	-6	-5	-14	-3	1
CCOc1ccccc1NC(=O)c1cccc(NC(=O)C(C)C)c1	4	2.0	0.1	-20	-7	-7	-2	3	-9
COc1ccc(/C=C/C(=O)Nc2cc(C)on2)cc1	-7	0.1	0.0	-7	11	-4	-8	0	-7
Cc1nn(Cc2ccccc2)c(Cl)c1/C=C/C(=O)OCC(=O)N1CCCC1=O	4	2.8	1.5	-7	-1	-4	1	2	-13
COc1ccc(NC(=O)c2ccc(-c3ccccc3)cc2)cc1NS(=O)(=O)c1ccc(F)cc1	19	2.5	2.3	7	1	-6	-9	3	15
CCOC(=O)CCCNC(=O)COC(=O)c1cccc(F)c1	-4	-0.1	0.0	-9	0	-3	-16	6	-27
Cc1ccc(F)cc1NC(=O)N1CCCN(C(=O)OC(C)(C)C)CC1	7	0.5	-0.2	-17	-8	-2	-4	1	2
CC(C)(C)OC(=O)N[C@@H](C(=O)OC(C)(C)C)c1ccc(Br)cc1	7	-0.8	-0.9	-24	-19	-8	-8	6	23
O=C(CC1Sc2ncnn2C1=O)Nc1ccc(Br)cc1 (stereo unspecified)	15	-0.6	2.0	-11	-5	-1	-3	1	-5
CC(c1nnc(SCn2nnc3ccccc3c2=O)n1-c1ccc(Cl)cc1)N(C)C (stereo unspecified)	20	1.1	0.3	-11	-25	-4	0	1	-24
O=C(NCc1ccc(F)cc1)c1ccc2c(c1)S(=O)(=O)c1ccccc1C2=O	8	6.2	-0.2	-22	-4	-6	-12	19	52*
O=C(c1cc(S(=O)(=O)N2CCC3(CC2)OCCO3)ccc1F)N1CCCCC1	14	1.9	0.7	-7	-16	-4	-5	9	10
CN(Cc1ccccc1)C(=S)NC(=O)c1ccccc1	1	0.2	3.0	-13	0	-11	-6	3	-17

Quoted at random: two entries already listed.
SMILES	M1 PAM parental	CHO-K1 Ca ag	V1aR counter	CHO parental Ca	CHO-K1 Ca antag	CHRM1 agonist	OXTR potentiator	TAAR1 ag	TAAR1 antagonist
CC(C)(C)OC(=O)N[C@@H](C(=O)OC(C)(C)C)c1ccc(Br)cc1	7	-0.8	-0.9	-24	-19	-8	-8	6	23
CN(Cc1ccccc1)C(=S)NC(=O)c1ccccc1	1	0.2	3.0	-13	0	-11	-6	3	-17

The results go on:
SMILES	M1 PAM parental	CHO-K1 Ca ag	V1aR counter	CHO parental Ca	CHO-K1 Ca antag	CHRM1 agonist	OXTR potentiator	TAAR1 ag	TAAR1 antagonist
CC(C)=C(NC(=O)c1ccccc1)C(=O)Nc1cccc(C)c1	1	1.1	1.0	-20	-4	-1	-3	1	-20
COc1cc(C(=O)OC2CCCCC2=O)cc(OC)c1C (stereo unspecified)	9	0.9	-0.2	-13	-1	-4	0	7	4
CC(C)C(NC(=O)c1ccccc1)c1nnc(SCC(=O)Nc2nccs2)n1C (stereo unspecified)	-3	0.2	-0.7	-13	9	-3	1	15	-4
CN(C)CCCNC(=S)Nc1ccc(Br)cc1	16	4.1	1.3	-4	-11	-5	-4	8	-43
O=C(c1ccc(Br)cc1)c1cc([N+](=O)[O-])ccc1N1CCOCC1	31	-0.1	-0.2	-23	-6	-10	1	16	-11
CC1CCCCN1C(=O)c1cnn2c(C(F)(F)F)cc(-c3ccco3)nc12 (stereo unspecified)	9	0.5	-1.7	-17	-4	-4	-1	3	-15
CCCN(C(=O)CCCSc1nc2ccccc2[nH]1)c1c(N)n(Cc2ccccc2)c(=O)[nH]c1=O	-20	-0.5	6.5	-3	9	5	-11	0	-9
COc1cccc(N2C(=O)C3CCCN3C2c2ccc(F)cc2)c1 (stereo unspecified)	12	0.9	-0.3	-22	4	2	-7	1	-9
CCOC(=O)c1cnc2c(C(F)(F)F)cccc2c1NCCCN1CCOCC1	23	0.9	-1.2	-9	-10	-6	-15	6	-15
COc1ccccc1N1CCN(C(=O)CCCCCn2c(=S)[nH]c3cc4c(cc3c2=O)OCO4)CC1	17	2.9	x	x	-5	-3	x	9	46
CC(NC(=O)c1cc(-c2ccccn2)nc2ccc(Cl)cc12)C1CCCO1 (stereo unspecified)	-19	2.9	0.4	-12	-2	-4	-14	4	7
